Lamin A splicing = changes lamin A minigene splicing in HeLa cells | HeLa LMNA splicing GFP/RFP minigene ratio, 48 h | Potency, µM (series often up to 46.1 µM), for the others: at the top dose ratio change, negative = inhibition, hits mostly inhibitors | 0.01% of 200,000 active | AID 1487; active = well fitted inhibition curve with a large enough effect in the signal ratio, with a control signal flat, not every such curve was filed as active; inconclusive = small, poorly fitted or top-dose-only effect, or effect the other way, or a change in a side signal; the % refers to the signal ratio; note: % is set by controls: 0 for no effect and ±100 for the full control effect
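S3 HeLa stable clones carrying a lamin A-EGFP splicing minigene plus DsRed2 were seeded at 600 cells/well in Opti-MEM with 2% FBS, pin-dosed and incubated 48 h at 37°C. Acumen cytometry (488 nm) gave the GFP/RFP total-intensity ratio.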
Epigenetic derep = regulators of epigenetic silencing causing reporter derepression in mouse cells; murine LDR cells, GFP reporter derepression, 30 h; Potency, µM (doses to about 53.9 µM), without a hit: top-dose GFP activation, most hits filed as activators; 0.2% of 280,000 active; AID 1865; active = well fitted activation curve with a large enough effect; inconclusive = small, poorly fitted or top-dose-only effect; note: % of control where 0% means no effect; nearly all actives have a fitted effect of over 60% in size
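Murine LDR cells carrying a silenced, genomically integrated CMV-driven GFP reporter were exposed to compound for 30 hours at 37 C. After PBS washes, GFP-positive cells (20–120 um objects) were counted by laser-scanning microplate cytometry.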
An asterisk follows results filed as active; ? = inconclusive; [ ] = dose if it differs, or a comment. Potency is the fitted concentration of half-maximal effect.

SMILES	Lamin A splicing	Epigenetic derep
CC(=O)c1ccc(N2CCN(c3ccc(NC(=O)c4cccs4)cc3C(=O)O)CC2)cc1	5%[46 µM]	-0.2%
CCCNC(=O)Cn1c(=O)n(CC2CCC(C(=O)NC)CC2)c(=O)c2sccc21 (stereo not given)	-6%[46 µM]	0.8%
O=C(CCOc1ccccc1)N(Cc1cccnc1)c1nc2ccc(F)cc2s1	?	2.6%
COc1ccc(NC(=O)N2CCCn3nc(C)cc32)cc1OC	6%[46 µM]	-1.3%
CCN(CC)CCNC(=O)C1CCN(S(=O)(=O)c2c(C)noc2/C=C/c2ccccc2F)CC1	?	-1.7%
COc1ccc(CNC(=O)C2CCN(S(=O)(=O)c3ccc4nc5c(c(C(=O)O)c4c3)CCCC5)CC2)cc1	-7%[46 µM]	6.9%
Cc1ccc(CNS(=O)(=O)c2ccc(N3CCCCS3(=O)=O)cc2)cc1	-3%[46 µM]	?
COc1ccc(CNC(=O)c2cnc(N3CCCC3)nc2C)c(OC)c1	27%[46 µM]	-2.2%
CC(=O)c1ccc(NS(=O)(=O)c2cc(-c3cc(C)no3)ccc2C)cc1	?	-0.2%
O=C(Nc1ccc(F)c(Cl)c1)N1CCC(CN2CCc3ccccc3C2)CC1	?	-1.2%
CCCN(CCC)C(=O)c1c2c(nc3ccccc13)C(=O)N(C1CCCCC1)C2	11%[46 µM]	0.0%
CCOc1ccccc1CNC(=O)CCCN1C(=O)c2cccnc2Oc2ccc(Cl)cc21	1%[46 µM]	-0.4%
COc1ccc(Cl)cc1C(=O)NCCS(=O)(=O)N1CCN(c2ccccc2OC)CC1	-20%[46 µM]	1.7%
O=S(=O)(NCC(c1ccco1)N1CCOCC1)c1ccc(F)cc1 (stereo not given)	?	2.1%
COc1cc(Cl)c(C)cc1NC(=O)Cn1ncc2c([nH]c3ccccc32)c1=O	?	-1.2%
COCCn1c(SCc2ccccc2F)nc2c([nH]c3ccccc32)c1=O	?	1.4%
COC(=O)c1scc(-c2ccc(C)cc2)c1S(=O)(=O)N1CCN(c2cccc(Cl)c2)CC1	?	0.0%
COc1ccc(S(=O)(=O)c2c(Nc3ccc(F)cc3)sc(C(=O)c3ccc4c(c3)OCO4)c2N)cc1	?	0.0%
COc1ccc(Cl)cc1NC(=O)CN1c2ccccc2S(=O)(=O)c2ccccc21	-2%[46 µM]	12%
CCOc1ccc(CCNC(=O)Cn2c(-c3cccs3)cc3ccccc32)cc1	?	0.0%
O=C(NCCCN1CCN(c2ccc(F)cc2)CC1)c1ccc2nc(Cc3ccccc3)oc2c1	-18%[46 µM]	-1.7%
COc1cccc(-n2c(SCc3cccc(C)c3)nc3c([nH]c4ccccc43)c2=O)c1	?	9.7%
O=C(NCCc1ccccc1)C1CCN(Cc2cc3ccccc3n2Cc2ccccc2)CC1	-16%[46 µM]	-1.3%
Cc1cn2c(=O)cc(COC(=O)COc3ccccc3C)nc2s1	2%[46 µM]	0.0%
CC(=O)Nc1nnc2n1CCS2	-19%[46 µM]	0.8%
CC(=O)N1CCc2cc(CNS(=O)(=O)c3ccc(Br)s3)ccc21	?	0.1%
O=C(COCc1cc(-c2ccc3c(c2)OCO3)on1)N1CCN(c2cccc(C(F)(F)F)c2)CC1	?	0.0%
O=C(NC1CCCCC1)c1ccc2c(c1)N(Cc1ccccc1Cl)C(=O)c1ccccc1S2	-5%[46 µM]	-1.1%
Cc1ccc(CSCCC(=O)NCc2ccc(F)cc2Cl)cc1	-25%[46 µM]	-1.0%
CCc1cccc(NC(c2nnc(-c3ccccc3)o2)c2ccc(F)cc2Cl)c1 (stereo not given)	?	0.8%
Cc1nc(-c2cccc(F)c2)sc1CCNC(=O)C(=O)Nc1ccc2c(c1)OCCO2	25%[46 µM]	6.8%
COc1ccc(-c2nn(CC(=O)NC3CCCC3)c3c2cnc2ccc(F)cc23)cc1	-2%[46 µM]	1.5%
Cc1ccccc1-c1nc2scc(CCNC(=O)C(=O)Nc3ccc(F)cc3F)n2n1	-6%[46 µM]	-0.9%
Cn1c(=O)n(C)c2cc(N3CCOCC3)c(NS(=O)(=O)c3cccc(C#N)c3)cc21	-2%[46 µM]	1.1%
CCOc1ccc(N(C)S(=O)(=O)c2ccc3c(c2)CCCN3C(C)=O)cc1	-7%[46 µM]	4.2%
Cc1cc(C)c2nc(NC(=O)c3ccc(S(=O)(=O)N4CCC(C)CC4)cc3)sc2c1	?	-0.3%
COc1cccc2sc(N(Cc3cccnc3)C(=O)Cc3ccccc3)nc12	-10%[46 µM]	3.6%
O=C1CCCc2cc(S(=O)(=O)N3CCCC(C(=O)NCc4ccccc4Cl)C3)ccc2N1 (stereo not given)	4%[46 µM]	-1.3%
COc1cc(NC(=O)c2cc(-c3ccccc3O)no2)cc(OC)c1OC	9%[46 µM]	0.0%
CCOC(=O)c1c(C)oc2nc(C)nc(NCC3CCN(Cc4cccc(Cl)c4)CC3)c12	-11%[46 µM]	1.3%
CCN(CC)C(=O)CSc1nc2cc3c(cc2c(=O)n1CCCCCC(=O)NCCc1ccc(OC)c(OC)c1)OCO3	-14%[46 µM]	3.4%
CC1CCN(c2ccc(-c3cccc(NS(=O)(=O)c4ccc(F)cc4F)c3)nn2)CC1	-17%[46 µM]	-2.8%
Cc1ccc(C2c3[nH]c4ccccc4c3CCN2C(=O)CCC2CCCC2)cc1 (stereo not given)	?	-3.6%
Cn1cc(C(=O)NCc2ccccc2)c(=O)c2cc(S(=O)(=O)N3CCCCCC3)ccc21	-2%[46 µM]	-1.9%
COc1ccc(CNc2ncnc3c2cnn3-c2ccc(Cl)cc2)cc1	?	1.3%
CCN1c2ccccc2-n2cccc2C12CCN(C(=O)Nc1ccccc1Br)CC2	?	-1.4%
Cc1cc(C)c(S(=O)(=O)NCC2CCC(C(=O)NCCc3ccccc3)CC2)c(C)c1 (stereo not given)	13%[46 µM]	3.0%
C=CCc1c(C)nc2nc(SCC(=O)Nc3ccccc3CC)nn2c1C	-3%[46 µM]	4.2%
Cc1cccc(NC(=O)CSc2nc3ccc(NC(=O)c4cccs4)cc3s2)c1	20%[46 µM]	2.7%
COc1ccc(S(=O)(=O)N(CC(=O)Nc2ccc(F)c(Cl)c2)c2ccc(C)cc2)cc1OC	?	1.1%
Continued.
SMILES	Lamin A splicing	Epigenetic derep
Cc1ccc2nc(N(Cc3cccnc3)C(=O)C3CCCCC3)sc2c1	?	1.0%
Cc1ccc2[nH]c(CSc3nnc(NC(=O)COc4ccccc4F)s3)cc(=O)c2c1	?	-5.2%
Cc1ccc(C)c(CN2C(=O)c3ccccc3Sc3ccc(C(=O)NCc4ccc5c(c4)OCO5)cc32)c1	4%[46 µM]	-1.1%
CC(C)CCNC(=O)c1ccc2c(c1)NC(=O)C(CS(=O)(=O)Cc1ccc(F)cc1)N2 (stereo not given)	-6%[46 µM]	15%
O=C(CCS(=O)(=O)c1ccccc1)N(Cc1cccnc1)c1nc2ccc(Cl)cc2s1	?	1.6%
O=C(Nc1cccc(Cl)c1)c1ccc2nc(CCc3ccccc3)oc2c1	?	0.0%
COc1ccc(-n2ccnc2SCC(=O)Nc2ccc(F)cc2F)cc1	0%[46 µM]	0.0%
CCc1ccccc1NC(=O)Cn1nnc(C(=O)NCc2cccc(OC)c2)c1N	-12%[46 µM]	0.0%
COc1ccc(CNC(=O)C(C)N2Cc3ccccc3C2=O)cc1 (stereo not given)	?	0.0%
CSc1ccc(C2c3[nH]c4ccccc4c3CCN2C(=O)CCC2CCCC2)cc1 (stereo not given)	?	-3.8%
CCOC(=O)c1ccc(CN(Cc2ccccc2)S(=O)(=O)c2ccc(C)cc2)cc1	-5%[46 µM]	0.2%
COc1ccc(S(=O)(=O)NCCc2cn3ccsc3n2)cc1	?	0.0%
COc1ccccc1C(=O)NCCc1csc(-c2ccc(C(F)(F)F)cc2)n1	?	1.4%
CCOc1ccc(-c2c(C)nn3c(C)c(C(=O)NCCc4ccc(C)cc4)cnc23)cc1OCC	12%[46 µM]	5.9%
CCOc1ccc(OCC)c(NC(=O)C2CCN(S(=O)(=O)c3ccc4c(c3)CC(C)N4C(C)=O)CC2)c1 (stereo not given)	23%[46 µM]	-1.2%
CCCNC(=O)c1ccc2nc(CCc3ccccc3)oc2c1	-12%[46 µM]	0.8%
CC(C)(C)OC(=O)N1CCC(c2c(C(=O)N3CCCCC3)cnn2-c2cccc(F)c2)CC1	14%[46 µM]	1.3%
O=S(=O)(Nc1cccc(-c2ccc(N3CCCCCC3)nn2)c1)c1ccccc1F	3%[46 µM]	-1.7%
CS(=O)(=O)N1CCc2cc(S(=O)(=O)NCc3ccccc3Cl)ccc21	2%[46 µM]	5.0%
COc1ccc(Nc2oc(-c3ccc(COc4ccccc4)o3)nc2C#N)cc1	-6%[46 µM]	0.0%
CCc1ccc(CNC(=O)c2cnc3sc(N(CC)CC)nn3c2=O)cc1	?	4.4%
COc1ccc(C)cc1NC(=O)C1CCCN(S(=O)(=O)c2ccc3c(c2)CCCN3C(C)=O)C1 (stereo not given)	-3%[46 µM]	0.0%
CC(C)Cc1nn2c(=O)cc(COC(=O)c3cccc(NC(=O)c4cccs4)c3)nc2s1	16%[46 µM]	-3.1%
CC(C)(C)OC(=O)N1CCC(c2c(C(=O)NCc3cccc(Cl)c3)cnn2-c2ccc(F)cc2)CC1	?	-1.3%
COc1ccc(CNc2ncnc3c2c(-c2ccccc2)cn3-c2ccccc2)cc1	-25%[46 µM]	-1.3%
CCC(CC)C(=O)Nc1nc2c(s1)CC(C)CC2 (stereo not given)	?	1.6%
CCOC(=O)c1cc(-c2ccccc2)n(CC(=O)NC2CCC(C)CC2)c1C (stereo not given)	17%[46 µM]	6.5%
Cc1nn(-c2ccc(N3CCCC3)nn2)c(C)c1CCC(=O)NCc1ccccc1F	11%[46 µM]	0.8%
COC(=O)c1ccc(NC(=O)Cn2ccn3nc(-c4ccc(OC)cc4)cc3c2=O)cc1	-11%[46 µM]	0.5%
COC(=O)c1c(-c2ccc(Cl)cc2)noc1N1CCN(c2cc(C)ccc2C)CC1	?	3.0%
NC(=O)C1CCN(c2ncnc3c2cnn3-c2cccc(Cl)c2)CC1	15%[46 µM]	-0.7%
CCOC(=O)CC(NC(=O)N1CCC(CN2CCC(C)CC2)CC1)c1ccccc1 (stereo not given)	?	-1.3%
CCOC(=O)c1c(C)oc2nc(C)nc(N(C)Cc3ccccc3)c12	-12%[46 µM]	1.3%
COc1ccc(-c2nnc(SCC(=O)Nc3cccc(Cl)c3C)nc2-c2ccc(OC)cc2)cc1	?	?
CNC(=O)c1c(NC(=O)c2ccc(S(=O)(=O)N3CCCCC3C)cc2)sc2c1CCC2 (stereo not given)	?	0.0%
COc1ccc2[nH]cc(CCNC(=O)c3cnn(-c4ccccc4Cl)c3C3CCN(C(=O)OC(C)(C)C)CC3)c2c1	-20%[46 µM]	-1.3%
Cc1cccc(C(=O)Nc2nnc(S(=O)(=O)N3c4ccccc4CC3C)s2)c1 (stereo not given)	8%[46 µM]	0.0%
CCOc1ccc(NC(=O)c2oc(=O)c3ccccc3c2-c2ccc(C)cc2)cc1	-15%[46 µM]	0.1%
Cc1cccc(Cc2c(C)nc3nc(SCc4cccc(F)c4)nn3c2C)c1	?	0.6%
Cc1ccc(-n2cc(C(=O)Oc3ccc(F)cc3)c3ccccc3c2=O)cc1	?	1.4%
COc1cc(C(=O)Nc2ccc(-n3c(C)nc4ccccc4c3=O)cc2)cc(OC)c1OC	1%[46 µM]	3.8%
COc1cccc(N2CCN(C(=O)Cn3cnc4onc(-c5ccc(F)cc5)c4c3=O)CC2)c1	-9%[46 µM]	0.0%
CCN(CC)c1cc2c(cc1F)c(=O)c(S(=O)(=O)c1ccccc1)cn2Cc1ccccc1	-12%[46 µM]	-1.2%
COc1ccc(/C=C\C(=O)NC2CC(=O)N(c3ccc(F)cc3)C2)cc1OC (stereo not given)	1%[46 µM]	-0.1%

From PubChem

This is a subset, so the mix of outcomes need not match the whole.
